# From PubChem BioAssay
# XBP1 UPR activ – activators of adaptive XBP1 UPR arm, primary screen, cell-based, CHO-XBP1 luciferase reporter, luminescence, uHTS; IRE1-XBP1 UPR activation; percent of tunicamycin response, DMSO as zero; activation, % at 20 µM; 0.33% of 330,000 active; AID 463104, 2010;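 active means versus positive control, 20 µM dose yields 30% or more activation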;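 further: 100% = tunicamycin at 10 µg/mL and 0% = DMSO only wells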
#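 Material: CHO-XBP1 cells stably carrying IRE1-XBP1-driven luciferase reporter / Amount: 1000 cells per well / Compound: 20 µM, 1% DMSO / Times: 6 h treatment, 37 °C / Detection: luciferase luminescence / Measure: % activation of reporter signal versus tunicamycin and DMSO controls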
# Mdm2-MdmX inh – inhibitors of human Mdm2-MdmX association, primary screen, cell-based, luminescence, split luciferase, SaOS-2, uHTS | SaOS-2 split-luciferase Mdm2/MdmX complementation | AID 485346, 2010 | 3% of 330,000 active | inhibition, % at 8 µM;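 active means inhibition of at least 50% at 8 µM in the primary screen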
# Target sequence (O15151 whole entry, looked up): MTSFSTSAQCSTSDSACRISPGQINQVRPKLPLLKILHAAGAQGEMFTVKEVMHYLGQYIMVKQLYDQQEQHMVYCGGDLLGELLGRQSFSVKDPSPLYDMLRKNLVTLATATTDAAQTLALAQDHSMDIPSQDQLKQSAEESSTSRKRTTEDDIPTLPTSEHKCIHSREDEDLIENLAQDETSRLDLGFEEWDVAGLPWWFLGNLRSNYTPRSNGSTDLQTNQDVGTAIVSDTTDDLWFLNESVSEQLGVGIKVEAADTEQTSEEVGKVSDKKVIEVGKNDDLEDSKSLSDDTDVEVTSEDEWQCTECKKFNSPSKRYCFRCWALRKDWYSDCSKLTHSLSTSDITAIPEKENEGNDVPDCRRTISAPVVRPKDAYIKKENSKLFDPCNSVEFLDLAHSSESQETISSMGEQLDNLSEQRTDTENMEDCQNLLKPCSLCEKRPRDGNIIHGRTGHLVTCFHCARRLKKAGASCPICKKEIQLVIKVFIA
# Target sequence (Q00987 whole entry, looked up): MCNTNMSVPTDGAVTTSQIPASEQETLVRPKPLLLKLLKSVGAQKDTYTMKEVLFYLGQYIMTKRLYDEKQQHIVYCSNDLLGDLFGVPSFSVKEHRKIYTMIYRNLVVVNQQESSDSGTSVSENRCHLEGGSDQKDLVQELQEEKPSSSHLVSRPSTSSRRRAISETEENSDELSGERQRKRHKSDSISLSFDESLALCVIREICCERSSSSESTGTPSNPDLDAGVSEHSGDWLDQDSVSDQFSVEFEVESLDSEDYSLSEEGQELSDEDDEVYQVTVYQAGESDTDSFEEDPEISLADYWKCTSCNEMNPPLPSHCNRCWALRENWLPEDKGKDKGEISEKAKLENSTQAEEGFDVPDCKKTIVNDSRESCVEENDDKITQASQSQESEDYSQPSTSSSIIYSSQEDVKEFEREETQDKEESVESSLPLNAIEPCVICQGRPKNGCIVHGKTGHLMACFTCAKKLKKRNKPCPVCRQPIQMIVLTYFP
# tim23-1 inh – growth inhibitors of tim23-1 mutant yeast, primary screen, luminescence, uHTS | 1.3% of 330,000 active | S. cerevisiae tim23-1 growth, BacTiter-Glo luminescence, 24 h | inhibition, % at 20 µM;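 active means growth inhibition of the mutant yeast at or above 50%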;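 further: temperature-sensitive mutant grown at 25 °C; plate controls were DMSO-treated mutant yeast for no effect and medium wells lacking yeast for full effect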
# APJ ag – agonists of human apelin receptor APJ, primary screen, CHO-K1 cells, PathHunter beta-arrestin, luminescence; activation, % at 20 µM; 0% DMSO wells, 100% apelin; 0.11% of 330,000 active; AID 2520, 2010; P35414;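 active means activation more than six SD over the plate average, tested at 20 µM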;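 further: 0% = DMSO alone and 100% = apelin-13 at 10 nM; some results filed as inactive read as strong as hits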
#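 Material: engineered CHO-K1 APJ arrestin reporter cells; amount: 1000 CHO-K1 reporter cells seeded per well; incubation: compound stimulation 90 min at 25 °C, detection 60 min; signal: luminescent beta-gal fragment complementation, chemiluminescent substrate; read-out basis: APJ agonist activity; controls: DMSO-only wells as negative, 10 nM Apelin-13 as positive control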
# CXCR6 block – CXCR6 receptor inhibitors, primary screen, cell-based, beta-arrestin, luminescence, CHO-K1 PathHunter, 1536-well; AID 602244, 2012; C-X-C chemokine receptor type 6 (Homo sapiens), O00574; 0.36% of 360,000 active; inhibition, % at 20 µM; in the data active means inhibition above about 34%, passing the limit was not always enough;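 further: antagonist mode with CXCL16 agonist at 10 nM final; 0% = 10 nM CXCL16 with DMSO and 100% = unstimulated wells without agonist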
# tim10-1 inh – growth inhibitors of tim10-1 mutant yeast, primary screen, luminescence, uHTS | inhibition, % at 20 µM | AID 463190, 2010 | S. cerevisiae tim10-1 ts strain growth, BacTiter-Glo, 24 h | 2.2% of 330,000 active;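 active means inhibition of at least 40%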;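 further: mutant grown at 25 °C; 0% = DMSO wells with yeast and 100% = wells holding no yeast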
# TIM10 inh – growth inhibitors of isogenic TIM10 control yeast, primary screen, counter-screen for tim10-1 yeast inhibitor project, luminescence, uHTS; S. cerevisiae TIM10 strain growth, BacTiter-Glo luminescence, 24 h; inhibition, % at 10 µM; 1.4% of 330,000 active; AID 463195, 2010;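 active means inhibition of 40% or more at the single tested concentration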;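 further: wild-type TIM10 isogenic control strain grown at permissive 25 °C; 0% = DMSO yeast wells and 100% = minimal medium wells without yeast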
# CHOP UPR activ – activators of apoptotic CHOP UPR arm, primary screen, cell-based, CHO-CHOP luciferase reporter, luminescence, uHTS; UPR activation; percent of tunicamycin response over DMSO baseline; activation, % at 10 µM; 0.34% of 330,000 active; AID 449763, 2010;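 active means at 10 µM dose, activation of 40% or more, normalized to positive control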;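 further: 100% = tunicamycin at 10 µg/mL and 0% = DMSO alone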
#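 assay system = CHO CHOP reporter cells | amount = 500 CHO-CHOP cells per well | buffer or medium = F12 with 10% FBS | incubation = 16-18 h cell attachment, then 6 h compound exposure, 37 °C | detection = luminescence read with Steady-Glo | read-out = percent activation relative to tunicamycin control | controls = tunicamycin high control, DMSO low control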
# APJ antag – antagonists of human apelin receptor APJ, primary screen, CHO-K1 cells, beta-arrestin complementation, luminescence; inhibition, % at 20 µM; 0.32% of 330,000 active; AID 2521, 2010; P35414;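 active means inhibition above about 40% at 20 µM, limit read from the data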;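 further: cells challenged with 10 nM apelin-13 agonist together with compound; plate controls were apelin-13 plus DMSO wells for no effect and DMSO wells lacking apelin-13 for full effect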
# * = called active by the depositor; nt = no result given. These rows are one share of the data. The share of hits here may be higher or lower than overall.
# The first 4 entries, ahead of the listing:
SMILES,XBP1 UPR activ,Mdm2-MdmX inh,tim23-1 inh,APJ ag,CXCR6 block,tim10-1 inh,TIM10 inh,CHOP UPR activ,APJ antag
COc1ccc(CNC(=O)CCCC(=O)Nc2cccc(Br)c2)cc1,-3.0,14.5,8.4,-2.1,-8.8,-12.4,-1.4,4.9,2.7
Cn1nnnc1Sc1ncnc2scc(-c3ccccc3Cl)c12,2.4,67.9*,17.3,-2.7,8.4,-16.3,10.5,0.9,-6.0
Cc1cccc(Nc2nc(N)nc(CN3CCN(c4ccccc4F)CC3)n2)c1,0.3,42.2,24.2,-2.8,-1.9,31.6,25.9,0.4,-1.4
CCn1c(=N)c(S(=O)(=O)c2ccc(C)cc2)cc2c(=O)n3ccccc3nc21,6.8,31.0,4.1,-0.9,nt,-5.8,-20.1,-1.5,13.1

# This part in full (from the top)
SMILES,XBP1 UPR activ,Mdm2-MdmX inh,tim23-1 inh,APJ ag,CXCR6 block,tim10-1 inh,TIM10 inh,CHOP UPR activ,APJ antag
COc1ccc(CNC(=O)CCCC(=O)Nc2cccc(Br)c2)cc1,-3.0,14.5,8.4,-2.1,-8.8,-12.4,-1.4,4.9,2.7
Cn1nnnc1Sc1ncnc2scc(-c3ccccc3Cl)c12,2.4,67.9*,17.3,-2.7,8.4,-16.3,10.5,0.9,-6.0
Cc1cccc(Nc2nc(N)nc(CN3CCN(c4ccccc4F)CC3)n2)c1,0.3,42.2,24.2,-2.8,-1.9,31.6,25.9,0.4,-1.4
CCn1c(=N)c(S(=O)(=O)c2ccc(C)cc2)cc2c(=O)n3ccccc3nc21,6.8,31.0,4.1,-0.9,nt,-5.8,-20.1,-1.5,13.1
Cc1nn(-c2ccc(N3CCOCC3)nn2)c(C)c1CCC(=O)Nc1ccccc1,-1.7,12.3,-3.9,0.8,-0.4,-2.9,-5.2,1.7,-3.6
COc1cc(NC(=O)CN(C)Cc2cccc(F)c2)c(C)cc1[N+](=O)[O-],0.6,8.5,-1.9,0.5,-0.3,18.4,-42.5,0.8,-18.6
COC(=O)[C@@]1(C)[C@H]2C(=O)N(C)C(=O)[C@H]2[C@H]2CN(C)C(=NC3CCCCC3)N21,2.7,-4.2,25.7,nt,2.6,6.8,-1.1,3.0,nt
COc1ccc(C2=NCCNC(C(F)(F)F)=C2)cc1,-0.9,-1.6,5.8,-0.7,-1.3,-5.6,-4.1,-1.0,1.9
Cc1cc2nc(C)n(CCCNC(=O)Nc3cccc4ccccc34)c2cc1C,-1.4,26.2,16.3,1.6,-0.4,13.7,16.8,3.6,7.9
COc1ccc(NC(=O)CCN2CCCC2)c(OC)c1,0.4,8.6,3.4,-3.9,0.3,-6.6,-1.6,-1.1,8.7
CC(C)(C)NC(=O)COC(=O)CCC(=O)c1ccc(Cl)cc1,1.6,3.1,27.7,-1.4,-4.2,12.6,6.3,0.4,0.4
COc1cccc(C(C)NC(=O)Nc2cccc(C(F)(F)F)c2)c1 (stereo not drawn),-0.8,14.2,19.4,0.3,-9.1,32.6,21.7,-1.5,-13.6
Cc1ccc(S(=O)(=O)N2CCC(C(=O)N[C@H](C(=O)NCc3ccco3)C(C)C)CC2)cc1,0.7,-3.1,11.0,-1.4,-1.8,15.0,-3.4,-0.2,0.8
Nc1nonc1-n1nnc(C(=O)N/N=C/c2ccccc2Cl)c1CN1CCOCC1,-1.0,-12.3,0.9,-3.0,-4.4,-0.7,9.8,3.6,17.4
N/C(Cc1ccc(Cl)cc1Cl)=N\OC(=O)Cc1ccccc1,-5.3,6.4,74.8*,1.6,-26.1,52.2*,85.9*,3.6,-17.4
CCc1ccc(CN(C)C(=O)C2CCC(=O)N(CCc3ccc(OC)cc3)C2)nc1 (stereo not drawn),0.8,5.5,9.9,0.5,2.5,-1.2,5.0,0.3,14.1
CCOC(=O)c1c(Nc2ccccc2OCCOC)n[nH]c1C,-1.2,6.4,26.0,-0.6,-9.6,14.1,11.8,-2.3,8.8
CCCCN(C(=S)Nc1ccc(F)cc1)c1c(N)n(CCC)c(=O)[nH]c1=O,-3.8,2.7,-0.9,0.9,4.1,14.6,-12.0,1.3,-18.5
Cc1cccc(OC(C)C(=O)OCC(=O)Nc2sccc2C(N)=O)c1 (stereo not drawn),-2.7,-8.4,2.8,-3.5,-7.4,3.1,19.3,-1.8,-15.0
COc1ccc(CCC(C)NC2CCCCCCC2)cc1 (stereo not drawn),-1.6,-47.4,-12.7,-1.1,-7.2,1.3,-6.5,1.2,11.1
CC(C)COc1ccccc1C(=O)NC(CO)C(=O)O (stereo not drawn),-0.8,14.4,-2.4,-1.5,-2.8,-14.9,-8.8,-0.6,-7.0
O=C(Cc1ccc(Br)cc1)N1CCCC1,-3.0,-1.4,-9.2,-1.4,-6.9,4.2,0.1,3.1,-1.4
CC(=O)Nc1ccc(NC(=O)c2ccc(OCc3c(C)noc3C)cc2)cc1,0.8,35.5,-15.4,-2.7,-1.0,-5.2,-17.6,-0.5,10.3
C1CNCCOCCNCCN1,1.0,7.3,0.3,-0.3,-6.2,1.9,-2.6,-1.9,1.6

# Arranged by value in APJ antag (lowest first): some entries from above
molecule,XBP1 UPR activ,Mdm2-MdmX inh,CXCR6 block,APJ antag
N/C(Cc1ccc(Cl)cc1Cl)=N\OC(=O)Cc1ccccc1,-5.3,6.4,-26.1,-17.4
CC(C)COc1ccccc1C(=O)NC(CO)C(=O)O (stereo not drawn),-0.8,14.4,-2.8,-7.0
O=C(Cc1ccc(Br)cc1)N1CCCC1,-3.0,-1.4,-6.9,-1.4
Cc1ccc(S(=O)(=O)N2CCC(C(=O)N[C@H](C(=O)NCc3ccco3)C(C)C)CC2)cc1,0.7,-3.1,-1.8,0.8
C1CNCCOCCNCCN1,1.0,7.3,-6.2,1.6
CCc1ccc(CN(C)C(=O)C2CCC(=O)N(CCc3ccc(OC)cc3)C2)nc1 (stereo not drawn),0.8,5.5,2.5,14.1
Nc1nonc1-n1nnc(C(=O)N/N=C/c2ccccc2Cl)c1CN1CCOCC1,-1.0,-12.3,-4.4,17.4

# Going on with the list:
SMILES,XBP1 UPR activ,Mdm2-MdmX inh,tim23-1 inh,APJ ag,CXCR6 block,tim10-1 inh,TIM10 inh,CHOP UPR activ,APJ antag
CC1=CC(C)C(C(=O)O)C(C(=O)N2CCN(C)CC2)C1 (stereo not drawn),-3.0,3.0,-3.3,0.4,-3.0,4.3,-8.3,-0.2,6.4
C/C(=C/c1ccccc1)C(=O)N1CCN(c2ccccc2F)CC1,-0.8,11.9,24.6,-4.2,6.1,5.8,-13.4,2.6,1.6
Cc1cccc(C)c1NC(=O)CSc1nc2[nH]c(=O)cc(O)c2s1,-1.5,-10.4,16.8,-1.6,9.3,6.5,11.0,1.0,7.6
COC(=O)c1cc(=O)cc(C(=O)OC)o1,3.5,-9.2,0.6,-0.4,-16.7,5.5,9.3,1.4,-3.0
CCOC(=O)C1=C(C)NC(=O)NC1c1ccc(N(CC)CC)cc1 (stereo not drawn),-1.4,33.4,2.9,-2.0,3.3,2.6,-11.1,-1.3,8.1
Cc1ccc(/C(O)=C/c2nc3cc(C)ccc3oc2=O)cc1,-1.7,21.3,8.4,-1.4,4.0,-11.9,5.9,0.0,1.0
C#CCn1c(-c2ccccc2)ccc(C#N)c1=O,2.5,-3.7,13.6,1.5,5.9,-4.7,-27.6,2.0,-15.2
CCn1nnnc1SCC(=O)Nc1nc2ccc(OC)cc2s1,2.5,-3.2,-24.8,1.5,-3.1,4.7,13.5,5.1,2.2
CCOc1ccc(NC(=O)C2CC(=O)N3CCCN=C3S2)cc1 (stereo not drawn),1.3,-12.7,23.1,6.9,5.3,22.7,3.4,-2.0,9.0
Cc1cc(C)c(-c2nc3ccccc3s2)[nH]1,1.9,-49.4,-2.8,-0.8,-8.8,7.8,3.4,9.3,-0.8
CCNc1nnc(-c2ccccc2OC)s1,2.0,11.6,2.1,-3.0,nt,-4.8,-9.6,-4.3,15.7
Cc1nn(-c2ccccc2)c2c1C(O)CC(C)(C)C2 (stereo not drawn),1.2,-18.2,-3.2,-1.4,2.1,27.7,-1.1,3.9,2.9
CC(=O)NC12CC3CC(C1)CC(C(=O)N1CCN(S(=O)(=O)c4ccc(Cl)s4)CC1)(C3)C2,-2.2,-3.7,-7.4,6.4,8.0,-1.5,4.2,-1.5,12.0
O=C(NCCc1ccncc1)Nc1ccc(Cl)cc1,-0.7,5.1,-10.3,-4.9,-4.4,1.1,-2.8,0.8,0.6
O=S(Cc1cc(Sc2ccccc2)nc(-c2ccccc2)n1)c1ccccc1 (stereo not drawn),-1.3,12.6,3.0,-6.2,20.6,7.0,-22.8,-2.0,-6.2
CCCc1cc(=O)oc2cc(C)cc(OC(=O)c3ccco3)c12,0.0,10.9,11.0,-8.3,6.2,-8.5,-4.2,-1.5,10.3
COc1ccc(NC(=O)CC2C(=O)N(c3ccc(OC)cc3)C(=O)N2Cc2ccc(OC)c(OC)c2)cc1 (stereo not drawn),-4.7,7.2,7.5,-3.8,-8.3,3.1,-0.9,-2.4,-22.1
Cc1cc(OCCN2CCCC2)cc(C(C)C)c1,-1.8,10.4,7.3,-3.6,-1.1,-15.9,-25.7,3.0,0.5
CC(C)CCNC(=O)c1ccccc1SCC(=O)NC1CCCCCCC1,-3.2,-15.0,33.6,-4.3,-3.2,25.2,19.1,0.3,-0.5
COc1ccc(C(C(=O)NCc2ccccc2)N(C(=O)c2snc(C(N)=O)c2N)C2CCCC2)cc1O (stereo not drawn),-0.9,7.6,8.2,-1.4,-9.1,-9.7,13.3,0.3,16.6
O=C(COC(=O)c1ccc(F)cc1)NCCc1ccc(F)cc1,-1.6,-1.2,30.1,-0.3,9.0,8.5,13.2,-0.6,-22.4
CCCc1cc(=O)n2[nH]c(C)c(-c3ccc(Cl)cc3)c2n1,-4.7,45.2,-2.7,-2.7,11.2,-4.9,-4.3,-0.8,-16.6
Cc1[nH]c2ccccc2c1SCC(=O)N1CCC(C)CC1,0.7,10.0,18.0,-3.1,3.4,5.9,18.0,1.1,2.9
Cc1ccc(NC(=O)COc2ccc3c(c2)OCO3)c(C)c1,0.0,-22.7,18.0,-3.5,2.7,10.9,-5.6,5.9,3.6
CC(NC(=O)c1ccccc1[N+](=O)[O-])C1CC2CCC1C2 (stereo not drawn),1.4,-18.8,5.5,-3.7,5.1,0.6,-7.8,-0.1,3.6
